Bioassay records from PubChem BioAssay.
APP transl inh – APP translation inhibition; SH-SY5Y APP 5'UTR-luciferase reporter, luminescence; inhibition, % at 2 µM; 190,000 tested, 0.82% active;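 active means inhibition above a set limit, derived from the sample mean plus 3 SD, cut at about 45% in these data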; further: values of inactives mirror those of a sister screen read the other way
Hsp70 activator – Hsp70 transcriptional activation, primary screen | HeLa Hsp70 promoter luciferase reporter, luminescence; scaled: vehicle 0, proteasome-inhibitor control 100% | activation, % at 10 µM | 200,000 tested, 0.04% active | AID 1203;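 active means activation above the mean across all tested compounds plus 3 SD, cutoff set per campaign, cut at about 5.5% in these data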;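 further: 100% = MG132 at 30 µM as the positive control and 0% = DMSO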
STAT3 blocker – inhibitors of IL-6 induced STAT3 signaling. U3A cells, IL-6 STAT3-luciferase reporter, luminescence; host cell line lacks STAT1. inhibition, % at 5.5 µM. 190,000 tested, 0.89% active;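 active means inhibition above the mean inhibition across all screened compounds plus 3 SD, cut at about 44% in these data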;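 further: 0% = DMSO only wells and 100% = 100 µM nifuroxazide control wells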
STAT3 act – increases IL-6 driven STAT3 reporter signal | AID 871 | U3A cells, IL-6 STAT3-luciferase reporter, luminescence; 100% = signal with IL-6 EC80 alone | activation (% of control), % at 5.6 µM | 190,000 tested, 0.91% active;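 active means activation above the screen-wide mean of compound activation plus 3 SD, cut at about 130% in these data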;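 further: 0% = background luminescence of wells with medium and substrate only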
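Test system: human U3A cells carrying STAT3-luciferase construct; control set: IL-6-only wells as 100% reference; timing: compound pre-incubation 1 h before IL-6, then 6 h stimulation at 37 °C; also added: IL-6 stimulus at 33 ng/mL final; evaluation: % activation versus median of IL-6-stimulated wells; detection: reporter luminescence signal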
Diaph act CS – diaphorase activation or chemical reduction counter-screen | 190,000 tested, 0.005% active | Diaphorase/resazurin coupled assay, resorufin fluorescence, 16 min; hits give high values; 1 = vehicle wells, 0 = NADH-free wells | activation factor at 20 µM;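 active means diaphorase activity raised at least twofold by the compound at 20 µM; inactive means activation factor below 2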
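test system = bacterial diaphorase enzyme (C. kluyveri) | quantity = enzyme 0.07 U/mL final | reagent = NADH substrate 0.114 mM plus resazurin dye 0.1 mM, final | incubation = 16 min enzyme reaction, ambient temperature | buffer or medium = HEPES pH 7.4 buffer with MgCl2 and Tween 20 | signal = fluorescence of resorufin, 544 nm excitation, 590 nm emission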
Diaph inh CS – diaphorase inhibition or chemical oxidation counter-screen; AID 1217; diaphorase resazurin-to-resorufin fluorescence, NADH, 16 min; bacterial (C. kluyveri) enzyme, not human; 190,000 tested, 0.69% active; inhibition, % at 20 µM;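 active means primary screen inhibition at 20 µM above a set limit, cut at about 50% in these data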;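 further: plate controls were DMSO with full reaction for no effect and wells lacking NADH for full effect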
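material = Clostridium kluyveri diaphorase enzyme | amount = 0.14 U/mL diaphorase, enzyme working solution | schedule = incubation 16 min, room temperature | detection = fluorescence of resorufin formed from resazurin, Ex 544/Em 590 nm | benchmarks = positive control minus NADH, DMSO neutral control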
TLR4 MyD88 comp – TLR4-MyD88 interaction inhibition in cells | HeLa CL3-4 TLR4/MyD88 BLA complementation, FRET ratio | inhibition, % at 8.4 µM | 200,000 tested, 0.18% active; in the data active means inhibition above about 25%;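 further: 0% = vehicle and 100% = reference inhibitor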
Target sequence (O00206 whole entry, looked up): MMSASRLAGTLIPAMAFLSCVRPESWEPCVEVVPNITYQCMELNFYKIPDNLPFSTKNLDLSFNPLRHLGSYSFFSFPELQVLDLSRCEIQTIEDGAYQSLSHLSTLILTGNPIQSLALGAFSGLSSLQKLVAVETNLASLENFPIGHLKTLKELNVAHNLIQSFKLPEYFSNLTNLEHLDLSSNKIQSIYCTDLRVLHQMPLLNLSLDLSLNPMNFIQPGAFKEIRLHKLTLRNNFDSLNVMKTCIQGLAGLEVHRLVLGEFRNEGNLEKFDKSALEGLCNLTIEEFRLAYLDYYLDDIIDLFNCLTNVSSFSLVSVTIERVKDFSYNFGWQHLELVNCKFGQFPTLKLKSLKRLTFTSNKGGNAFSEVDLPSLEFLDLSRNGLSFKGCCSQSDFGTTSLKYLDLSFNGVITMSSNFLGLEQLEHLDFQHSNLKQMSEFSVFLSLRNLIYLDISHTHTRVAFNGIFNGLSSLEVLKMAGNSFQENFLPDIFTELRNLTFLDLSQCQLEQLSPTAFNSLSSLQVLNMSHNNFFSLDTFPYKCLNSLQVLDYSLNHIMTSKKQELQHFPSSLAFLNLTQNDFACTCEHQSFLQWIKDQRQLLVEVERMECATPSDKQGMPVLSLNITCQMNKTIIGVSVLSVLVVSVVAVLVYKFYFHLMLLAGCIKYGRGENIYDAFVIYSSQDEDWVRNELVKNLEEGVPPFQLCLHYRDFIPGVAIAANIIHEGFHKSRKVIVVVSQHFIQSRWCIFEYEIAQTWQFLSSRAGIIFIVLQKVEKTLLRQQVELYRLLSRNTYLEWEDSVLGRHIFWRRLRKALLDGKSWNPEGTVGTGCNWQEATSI
Target sequence (Q99836 whole entry, looked up): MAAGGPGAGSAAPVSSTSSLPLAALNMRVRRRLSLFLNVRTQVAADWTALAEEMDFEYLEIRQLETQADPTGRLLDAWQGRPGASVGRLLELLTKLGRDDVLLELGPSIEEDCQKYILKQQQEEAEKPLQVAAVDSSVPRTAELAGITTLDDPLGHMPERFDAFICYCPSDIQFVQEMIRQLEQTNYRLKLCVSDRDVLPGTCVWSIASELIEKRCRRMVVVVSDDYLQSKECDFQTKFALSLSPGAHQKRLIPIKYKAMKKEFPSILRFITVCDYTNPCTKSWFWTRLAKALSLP
STAT1 inh – STAT1 signaling inhibition | NIH 3T3 STAT1-luciferase reporter, IFN-gamma, luminescence | inhibition, % at 5.5 µM | 200,000 tested, 0.35% active;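 active means inhibition above a set limit, the mean inhibition across all tested compounds plus 3 SD, cut at about 34% in these data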;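 further: 0% = IFN-gamma with DMSO and 100% = IFN-gamma with 300 µM nifuroxazide; values of inactives mirror those of a sister screen read the other way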
STAT1 act – activators of IFN-gamma induced STAT1 signaling; NIH 3T3 STAT1-luciferase reporter, luminescence; 100% = IFN-gamma alone, no compound; 200,000 tested, 2.6% active; AID 932; activation (% of control), % at 5.5 µM;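 active means activation above the screen-wide mean activation plus 3 SD, cut at about 130% in these data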;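 further: raw ratio to IFN-gamma control signal so 100% means no change and 0% no light; values of inactives mirror those of a sister screen read the other way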
G6PDH CS – L. mesenteroides G6PDH inhibition counter-screen; Purified L. mesenteroides G6PDH, diaphorase/resazurin coupled fluorescence, 45 min; inhibition, % at 5 µM; 200,000 tested, 0.12% active; AID 1020; in the data active means inhibition above about 50%
Starred values were filed as active, the others as inactive. Rows are unselected, and some 6.1% of all compounds hit somewhere here.

cpd	mol	TLR4 MyD88 comp	APP transl inh	Diaph act CS	Hsp70 activator	STAT3 act	Diaph inh CS	G6PDH CS	STAT3 blocker	STAT1 act	STAT1 inh
1	COc1cccc(-n2c(SCC(=O)N3c4ccccc4CC3C)nnc2-c2ccco2)c1 (centres undefined)	-11	5	0.8	-0.3	108	21	5	-12	97	3
2	CCCC(NS(=O)(=O)c1ccc(OC)cc1)C(=O)O (centres undefined)	0	2	0.9	-0.3	100	8	3	4	101	-1
3	COc1ccc(Nc2nnc(SCC(=O)N3CC(=O)Nc4ccccc43)s2)cc1	3	-17	0.9	-0.2	102	11	13	4	99	-1
4	Cc1nnc(SCC(=O)N2CCN(S(=O)(=O)c3ccc(Cl)cc3)CC2)[nH]c1=O	5	7	0.8	0.0	114	21	3	-11	101	-1
5	Cn1c(C(=O)N2CCN(c3nc4ccccc4s3)CC2)cc2sccc21	13	1	0.9	-0.2	82	7	1	29	99	2
6	COc1ccc(-n2c(CN3CCC(C(N)=O)CC3)nc3ccc([N+](=O)[O-])cc3c2=O)c(OC)c1	-5	-10	0.9	-0.1	102	10	14	-3	99	1
7	O=C(Cn1[nH]c(=O)c2ccccc2c1=O)NC1CCN(Cc2ccccc2)CC1	3	10	1	-0.1	98	1	5	10	101	-1
8	CCOc1ccc(Cn2ccnc2)cc1[N+](=O)[O-]	13	4	0.9	-0.4	96	8	5	6	100	0
9	O=C(Nc1ccc2c(c1)C(=O)N(CC1CCCO1)C2=O)c1cccc(Br)c1 (centres undefined)	-1	-6	0.8	-0.1	86	17	7	21	115	-16
10	COc1cccc(-c2nnc(SCC(=O)OC(C)C)n2Cc2ccco2)c1	-12	-13	0.9	0.3	101	13	5	8	94	7
11	CN(Cc1ccccc1)C(=O)COC(=O)/C=C/c1ccco1	-7	1	0.8	0.0	109	21	1	-9	114	-17
12	COc1ccc(N(C(=O)CCl)C(C(=O)NCCc2ccccc2)c2cccs2)cc1 (centres undefined)	10	16	1	0.0	47	0	-17	62*	78	24
13	Cn1cc([N+](=O)[O-])c(C(=O)Nc2cc(Oc3ccccc3)cc([N+](=O)[O-])c2)n1	7	97*	0.8	0.5	87	18	-14	18	69	35*
14	CCOn1c(=O)c(=O)n(OCc2ccccc2)c2ccccc21	1	-5	1	-0.1	89	4	-11	16	91	10
15	O=C(O)CN(c1ccccc1F)S(=O)(=O)c1ccccc1	10	6	0.9	-0.3	98	11	5	5	96	4
16	CCc1ccc(C2c3[nH]c4ccccc4c3CCN2C(=O)c2cc(C)nn2C)cc1 (centres undefined)	-4	14	0.7	-0.2	133*	33	7	-32	88	13
17	Cc1cc(C)cc(NC(=O)Cn2c(=O)oc3cc(S(=O)(=O)N4CCC(C)CC4)ccc32)c1	-2	-4	0.9	-0.1	93	12	-2	17	96	5
18	O=C(O)c1ccc(NC(=O)C2CC=CCC2C(=O)O)cc1 (centres undefined)	3	-4	0.8	-0.4	99	16	-2	8	98	2
19	COc1cc(NC(=O)c2ccccc2-c2ccccc2)cc(OC)c1	-12	0	0.9	-0.3	92	7	-2	10	89	12
20	C=CCN1C(=Nc2cccnc2)SCC1(O)c1ccc(C)cc1 (centres undefined)	-5	4	0.8	-0.2	79	18	5	27	85	16
21	CCCCNC(=O)c1onc(CSc2ccccc2C)c1C(=O)O	2	0	1	0.1	107	1	1	-8	108	-8
22	COc1ccc(NC(=O)c2cc3c(=O)n(C)c4ccccc4c3s2)cc1OC	-7	-7	0.9	0.1	72	15	-8	36	96	3
23	O=C(c1ccccc1)N1CCN(c2ccc([N+](=O)[O-])c(N3CCOCC3)c2)CC1	1	-12	0.9	-0.6	106	10	7	-4	99	2
24	Cc1nn(CCOc2cccc(Br)c2)c(C)c1[N+](=O)[O-]	0	-5	0.9	-0.3	102	13	12	1	102	-4
25	COc1cccc(-c2cc(C(=O)NCc3ccco3)no2)c1	3	-118	0.9	1.7	95	7	7	13	123	-25
26	O=C(CSc1nnnn1-c1cccc(F)c1)Nc1nc2ccccc2s1	-4	4	1	-0.2	102	4	-2	-1	108	-8
27	O=C(CCc1nc2ccccc2c(=O)[nH]1)Nc1ccc(N2CCCCC2)cc1	-1	-2	1	-0.2	103	-2	10	4	94	6
28	CC1(C)OC(=O)C(=CNC(CO)C(=O)O)C(=O)O1 (centres undefined)	-2	-14	0.9	-0.1	94	12	1	15	91	8
29	Cc1ccc(CSCC(=O)N/N=C/c2ccc(OCC(=O)Nc3ccc(C)cc3)cc2)cc1	9	-2	1.1	-0.2	102	-9	6	4	95	5
30	CCOC(=O)C1(CC2CCCCO2)CCN(S(=O)(=O)c2ccc(OC)cc2)CC1 (centres undefined)	-12	1	1	0.0	102	0	-4	3	90	9
31	Cc1ccccc1-n1cnc2cc(NCc3cccs3)ccc21	9	-12	0.8	0.0	108	22	1	-6	103	-3
32	CCc1ccc(CNC(=O)Cn2nc(-c3ccc(C)cc3)ccc2=O)cc1	-2	3	0.8	-0.1	107	17	-3	-3	92	10
33	COc1ccc(NC(=O)c2ccc(Cl)nc2)cc1S(=O)(=O)N1CCCCC1	15	-19	0.9	-0.4	93	7	-4	13	94	4
34	COc1ccc(/C=C2\N=C(SC)NC2=O)cc1	2	-10	0.8	-0.2	88	20	4	18	94	7
35	COc1ccc(N2CCN(C(=O)CC3NC4CCCCC4NC3=O)CC2)cc1 (centres undefined)	-4	-20	0.9	-0.1	101	11	-1	6	89	11
36	Cc1ccc(NC(=O)/C(=C/c2ccco2)c2ccccc2)c(C)c1	7	9	0.8	-0.3	114	18	3	-8	103	-3
37	CC1=NN(C(N)=S)C(=O)C1N=Nc1c(C)cc(C)cc1C (centres undefined)	0	25	1	-0.4	90	4	-2	15	107	-8
38	C(=C\c1nc(N2CCCC2)c2ccccc2n1)/c1ccccc1	0	-27	1.1	-0.2	99	-15	-16	-3	107	-8
39	Cn1c(=O)oc2cc(S(=O)(=O)NCCC(=O)N3CCc4ccccc4C3)ccc21	-5	-6	0.7	0.2	103	27	-3	-3	100	0
40	COc1ccc(-n2c(SCC(N)=O)nnc2-c2cccnc2)cc1	4	-14	0.9	-0.2	90	8	3	16	97	4
41	Cc1ccc(-c2csc(/C(C#N)=C/Nc3ccccc3SC(F)(F)F)n2)c(C)c1	2	26	1	-0.3	99	4	0	5	99	1
42	CCOCCN(C(=O)COC)c1cccc(OC)c1	-13	4	0.8	-0.3	92	21	7	10	94	7
43	COC(=O)/C=c1/sc2nc3ccccc3n2c1=O	-8	-13	1	0.0	112	-2	9	-10	97	3
44	COc1ccc(N2CC(C(=O)Nc3nccs3)CC2=O)cc1 (centres undefined)	-12	-7	1	-0.2	96	0	2	8	92	9
45	CCCN(CCC)C(C)C(=O)NCC1(c2ccccc2)CCCC1 (centres undefined)	-16	-30	0.9	0.0	103	14	10	4	88	12
46	COc1ccc(C2C(C#N)=C(N)Oc3c2sc2nc(C)cc(C)c32)cc1 (centres undefined)	2	-12	0.9	0.0	97	7	3	8	104	-4
47	Cc1cc(C)c(-c2cc(NC(=O)COC(=O)c3ccc(CO)cc3)n(-c3ccccc3)n2)cc1C	-2	-2	0.8	-0.3	104	17	19	4	106	-6
48	COc1cc(/C=C/C(=O)N2C(=O)c3cccc(N)c3C2=O)cc(OC)c1OC	5	43	1.1	-0.4	99	-6	-18	6	97	3
49	O=C1CC(N2CCCc3ccccc32)C(=O)N1c1ccccc1 (centres undefined)	5	-4	0.8	0.2	93	19	12	12	109	-10
50	COc1ccc(/C=C(/C(=O)c2cccs2)N2C=CC=CC2=C(C#N)C#N)cc1	-5	82*	0.6	-0.1	106	36	-11	-1	103	-3

Gathered by group, those above with bromine
cpd	mol	TLR4 MyD88 comp	APP transl inh	Diaph act CS	Hsp70 activator	STAT3 act	Diaph inh CS	G6PDH CS	STAT3 blocker	STAT1 act	STAT1 inh
9	O=C(Nc1ccc2c(c1)C(=O)N(CC1CCCO1)C2=O)c1cccc(Br)c1 (centres undefined)	-1	-6	0.8	-0.1	86	17	7	21	115	-16
24	Cc1nn(CCOc2cccc(Br)c2)c(C)c1[N+](=O)[O-]	0	-5	0.9	-0.3	102	13	12	1	102	-4

Carrying on.
cpd	mol	TLR4 MyD88 comp	APP transl inh	Diaph act CS	Hsp70 activator	STAT3 act	Diaph inh CS	G6PDH CS	STAT3 blocker	STAT1 act	STAT1 inh
51	CC1CCN(C(=O)C2CCN(CC(C)c3ccccc3)CC2)CC1 (centres undefined)	-1	-23	1	-0.4	100	-5	9	1	99	7
52	O=c1c2cc(Cl)ccc2nc(-c2ccc([N+](=O)[O-])cc2)n1O	4	-15	1.1	-0.3	108	-10	7	4	106	-7
53	N=c1oc2ccc3ccccc3c2cc1C(N)=S	1	-13	0.7	0.2	82	32	26	24	110	-13
54	O=C(c1cc([N+](=O)[O-])ccc1N1CCCC1)N1CCCC1	-12	6	0.9	0.0	103	8	4	8	103	-6
55	Cc1cc(OCC(=O)Nc2ccc(F)c(F)c2)nc(C(C)C)n1	-10	8	0.9	-0.2	101	7	8	-1	104	-4
56	CCCCCCCOC1(c2ccccc2)OC(=O)c2ccccc21 (centres undefined)	-4	-14	0.8	-0.2	101	16	2	5	103	-3
57	O=C(Nc1ccc(Cl)c(S(=O)(=O)N2CCOCC2)c1)c1ccc(OCC2CCCO2)cc1 (centres undefined)	-3	0	1	-0.2	58	-2	-9	54*	74	26
58	CCN(CC)c1nc2ccccc2nc1C(C#N)C(=O)NCCCOC (centres undefined)	-5	4	0.9	-0.2	91	14	2	19	111	-12
59	CC12CC3(C)CC(C)(C1)CC(NC(=O)N1CCCC1)(C2)C3	-2	-11	0.9	-0.2	98	7	2	6	97	3
60	CN(c1ccc(C(=O)Nc2ccccc2C(F)(F)F)cc1)S(C)(=O)=O	-4	4	0.9	-0.2	96	14	14	9	100	0
61	NC(=O)c1cc([N+](=O)[O-])cc2c1C=Cc1ccccc1O2	-12	8	0.9	-0.1	107	12	2	-2	105	-4
62	Cc1cc(=O)[nH]c(Sc2c(-c3ccccc3)c3ccccc3[nH]c2=O)n1	18	8	0.8	0.0	105	18	8	1	103	-3
63	CC1=C(C(=O)OC(C)C)C(c2cccc([N+](=O)[O-])c2)n2c(cc(=O)[nH]c2=S)N1 (centres undefined)	-12	-22	0.6	-0.2	89	42	5	17	93	8
64	O=C(CN1CCOCC1)Nc1scc(-c2ccccc2)c1C(=O)N1CCOCC1	-9	2	0.9	-0.5	104	8	17	-1	100	0
65	COc1ccc(Oc2ccc(/C=C/C(=O)c3ccc(O)cc3)cc2[N+](=O)[O-])cc1	-12	26	0.7	0.2	114	26	9	-12	101	-1
66	Cc1cc(NC(=O)C(C)C)ncc1NC(=O)c1cccc(F)c1	-5	-3	1.1	0.0	106	-13	20	-3	106	-6
